TROY NFkB inh = inhibitors of TROY-driven NF-kB signaling, primary screen, Q293 LMP1-TROYcd cells, NF-kB luciferase, uHTS. inhibition, % at 10 µM. AID 1347056, 2019. Q293 LMP1-TROYcd NF-kB luciferase reporter, 4 h. 360,000 compounds, 0.98% hits;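 active = compounds whose plate-normalised and pattern-corrected inhibition of the luciferase reporter signal at the single screening dose is 50% or more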
Granule exo inh = LAMP-1 surface exposure blockers, TALL-104 cells – cell-based, flow cytometry, MLPCN library, primary screen; TALL-104 LAMP-1 surface exposure; cells stimulated with thapsigargin and PMA; inhibition, % at 10 µM; 360,000 compounds, 0.66% hits; AID 651702, 2012;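 active = inhibition above about 55%, limit read from the data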
NR2F2 inh = NR2F2 transcriptional activity inhibitors, primary screen, cell-based, luciferase reporter, HEK293T, luminescence. COUP transcription factor 2 (Homo sapiens), P24468. HEK293T NGFI-A luciferase reporter. inhibition, % at 8.6 µM. 370,000 compounds, 0.7% hits;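 active = inhibition above a per-plate cutoff, mean inhibition of test wells between control levels plus 3 SD, cut at about 38% in these data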;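 note: cells cotransfected with COUP-TFII expression vector driving the NGFI-A reporter; 0% = median of COUP-TF2 test wells and 100% = reporter-only cells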
Target sequence (P24468 whole entry, looked up): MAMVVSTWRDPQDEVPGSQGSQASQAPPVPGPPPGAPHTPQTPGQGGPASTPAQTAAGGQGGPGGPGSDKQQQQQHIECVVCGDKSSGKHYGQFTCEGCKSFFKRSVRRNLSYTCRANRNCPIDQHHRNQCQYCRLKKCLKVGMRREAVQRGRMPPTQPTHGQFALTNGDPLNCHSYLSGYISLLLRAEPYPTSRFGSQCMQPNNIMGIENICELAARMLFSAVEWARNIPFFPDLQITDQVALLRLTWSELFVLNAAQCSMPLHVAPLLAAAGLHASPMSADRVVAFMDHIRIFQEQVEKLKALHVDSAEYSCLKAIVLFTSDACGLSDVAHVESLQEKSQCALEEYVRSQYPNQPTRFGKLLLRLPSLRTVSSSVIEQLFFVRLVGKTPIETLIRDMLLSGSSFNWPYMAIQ
SRC2 inh = inhibition of GAL4-SRC2 driven luciferase reporter, primary screen, SRC2 inhibitor project, cell-based, luminescence | HEK293 GAL4-SRC2 luciferase reporter | inhibition, % at 9 µM | 370,000 compounds, 0.17% hits;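 active = inhibition above the mean inhibition of all tested compounds plus 3 SD, set per campaign, cut at about 52% in these data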;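 note: 0% = DMSO treated cells and 100% = cells given Gossypol at 36 µM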
TLR9-MyD88 inh = inhibitors of TLR9-MyD88 association in cells, primary screen, cell-based, CHO, BLA complementation, fluorescence. CCF4 FRET ratio. Toll-like receptor 9 (Homo sapiens) + Myeloid differentiation primary response protein …. inhibition, % at 4.98 µM. 340,000 compounds, 0.21% hits;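 active = inhibition above the mean over all tested compounds plus 3 SD, cut at about 21% in these data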;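 note: 0% = DMSO only wells and 100% = clavulanate BLA inhibitor control wells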
ABHD5-PLIN5 inh = ABHD5-PLIN5 interaction inhibitors, primary screen, cell lysate, split luciferase complementation, luminescence; Split G. princeps luciferase complementation, 4 h; inhibition, % at 4 µM; 360,000 compounds, 0.78% hits;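 active = inhibition above the mean inhibition across every tested compound plus 3 SD, cut at about 22% in these data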;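 note: 0% = DMSO only wells and the 100% control is not disclosed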
TWEAK-Fn14 inh = inhibitors of TWEAK-Fn14 signaling, primary screen, luciferase reporter cells, uHTS | 360,000 compounds, 2% hits | TWEAK-stimulated Fn14 reporter cells, luciferase luminescence, 8 h | inhibition, % at 10 µM; in the data active = inhibition above about 50%
NCOA1 inh = SRC1 coactivator transcriptional activity inhibitors, primary screen, cell-based, luminescence | Nuclear receptor coactivator 1 (Homo sapiens), Q15788 | AID 588354, 2011 | inhibition, % at 3.6 µM | HEK293 GAL4-SRC1 luciferase reporter | 360,000 compounds, 0.12% hits;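 active = inhibition above the campaign mean plus 3 SD, with each screening campaign given its own cutoff, cut at about 60% in these data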;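 note: 0% = DMSO treated cells and 100% = gossypol at 36 µM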
LRH-1 inv ag = LRH-1 (NR5A2) inverse agonists, primary screen, cell-based, luminescence, HEK293T, StAR-luciferase reporter | Nuclear receptor subfamily 5 group A member 2 (Homo sapiens), O00482 | LRH-1 transfected, 24 h | AID 602396, 2012 | 360,000 compounds, 0.13% hits | inhibition, % at 3.6 µM;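 active = inhibition above the mean inhibition of all tested compounds plus 3 SD, cut at about 73% in these data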;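 note: 0% = DMSO wells and 100% = reporter-only cells lacking LRH-1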
NCOA3 inh = SRC3 coactivator transcriptional activity inhibitors, primary screen, cell-based, luminescence. HEK293 GAL4-SRC3 luciferase reporter. inhibition, % at 3.6 µM. 360,000 compounds, 0.17% hits. AID 588352, 2011;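 active = inhibition above a per-campaign cutoff, the mean of all compounds plus 3 SD, cut at about 60% in these data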;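 note: 0% = DMSO-treated cells and 100% = gossypol-treated cells at 36 µM; higher means less SRC3-driven luciferase light from the GAL4 reporter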
NOD2 RIPK2 PPI = NOD2-RIPK2 binding disruptors in cells, primary screen, fluorescence, CHO cells, BLA complementation; 360,000 compounds, 0.38% hits; CCF4 ratio; Receptor-interacting serine/threonine-protein kinase 2 (Homo sapiens), O43353; inhibition, % at 4.98 µM; in the data active = inhibition above about 21%;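 note: 0% = vehicle only and 100% = reference blocker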
Target sequence (O43353 whole entry, looked up): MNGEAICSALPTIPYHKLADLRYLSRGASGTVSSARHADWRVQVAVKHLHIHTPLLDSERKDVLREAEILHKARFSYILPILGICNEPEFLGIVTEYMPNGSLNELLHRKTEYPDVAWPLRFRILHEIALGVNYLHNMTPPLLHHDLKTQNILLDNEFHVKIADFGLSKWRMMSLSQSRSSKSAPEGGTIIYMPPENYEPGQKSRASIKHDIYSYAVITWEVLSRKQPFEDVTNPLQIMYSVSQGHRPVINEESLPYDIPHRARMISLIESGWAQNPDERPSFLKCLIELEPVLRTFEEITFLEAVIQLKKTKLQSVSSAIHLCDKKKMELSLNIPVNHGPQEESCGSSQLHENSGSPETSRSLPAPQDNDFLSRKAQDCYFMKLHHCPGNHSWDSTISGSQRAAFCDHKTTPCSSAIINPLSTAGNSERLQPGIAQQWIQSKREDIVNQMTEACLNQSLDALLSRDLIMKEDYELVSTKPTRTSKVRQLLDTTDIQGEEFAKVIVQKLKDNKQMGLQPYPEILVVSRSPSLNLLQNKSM
The depositor's hits bear a star; . = not tested or not shown.

SMILES	TROY NFkB inh	Granule exo inh	NR2F2 inh	SRC2 inh	TLR9-MyD88 inh	ABHD5-PLIN5 inh	TWEAK-Fn14 inh	NCOA1 inh	LRH-1 inv ag	NCOA3 inh	NOD2 RIPK2 PPI
CC(=O)c1ccccc1C(=O)N1CCCC(CCC(=O)N2CCN(c3ccccn3)CC2)C1 (stereo not given)	6	-4	3	-8	0	-2	8	-7	13	-4	-2
CCOC(=O)c1oc2ccccc2c1NC(=O)c1ccco1	-7	1	0	1	10	-11	-6	-11	2	25	-7
CCOC(=O)c1c(C)[nH]c(C)c1C(=O)COC(=O)c1cc2ccccc2cc1O	27	0	7	-15	0	-2	9	6	18	0	-3
Cc1cccc(N2CCN(C(=O)C3CCN(S(=O)(=O)c4c(C)noc4C)CC3)CC2C)c1 (stereo not given)	-6	2	14	3	1	6	-4	2	21	32	-17
Cc1cccc(NC(=S)NC2CC3CCCC(C2)N3Cc2cccs2)c1C (stereo not given)	-23	3	9	4	-3	3	-15	14	4	10	-9
Cc1ccccc1-c1nnc(SCC#N)o1	-13	-3	3	-8	-7	4	-2	5	8	7	-2
Cc1ccc(C(=O)Oc2ccc3c(c2)ncn3C)cc1	-43	0	14	4	-1	10	-28	-38	-1	-15	-12
CC(=O)Nc1c2c(nn1-c1ccc(C)cc1C)CSC2	5	9	-4	17	3	1	0	11	12	14	1
CC(C)c1nnc(NC(=O)CS(=O)(=O)c2ccccc2)s1	26	6	2	-39	2	-3	43	3	-5	13	4
CCOC(=O)c1ccc(N2N=C(C)/C(=C/C=C/c3ccco3)C2=O)cc1	5	0	-8	-20	-11	-3	18	2	3	1	3
CSc1ccccc1NC(=O)CN(C)CC(=O)Nc1ccc(Cl)cc1[N+](=O)[O-]	-16	0	0	-3	5	4	8	-13	24	7	-1
N/C(=N\OC(=O)C1CCCCC1)c1cccnc1	11	-1	.	.	-6	3	-23	-14	2	-25	-2
Cc1ccc(NC(=O)Cc2nc(COC(=O)C(C)NS(=O)(=O)c3ccc(C)cc3)cs2)cc1 (stereo not given)	-4	1	-6	-22	0	-3	-8	-53	-18	-20	4
Cc1ccccc1N=C1Nc2ccccc2N[C@]12C[C@H]1CCC(=O)N3CC[C@@H](C2)[C@@H]13	7	58*	-8	-9	0	2	-2	-6	6	-8	-7
Cc1ccc(NC(=O)C2CCN(S(=O)(=O)c3ccc4c(c3)NC(=O)C(C)S4)CC2)c(C)c1 (stereo not given)	-11	0	21	-7	-24	7	-2	-7	4	3	-5
COc1cc(SC)ccc1C(=O)Nc1ccc2c(c1)OCCO2	8	-3	-37	-47	-2	3	31	-92	-137	-71	-8
CCNC(=O)C1(C)CCCN(Cc2cccc3c2OCCO3)C1 (stereo not given)	-19	-1	8	-5	.	5	2	1	-8	9	-9
COC(C[C@@H](O)CC(=O)[C@@H](C)OCc1ccccc1)OC	-5	-11	-20	-9	-10	3	0	-20	-1	9	6
CN(C)c1nc(Oc2ccc(OCCOc3ccccc3)nn2)nc(N(C)C)n1	2	1	-14	-25	-5	0	4	2	-5	-3	-6
COc1ccccc1C(CNC(=O)COc1ccccc1C)N1CCCC1 (stereo not given)	12	-5	6	2	-8	7	-28	-2	-5	10	-3
CC(=O)Nc1ccc(S(=O)(=O)N2CCN3CCCC3C2)cc1 (stereo not given)	-6	-12	2	5	-2	-2	-12	5	-6	9	-4
Cc1ccc(C)c(OCCn2ccnc2)c1	-6	-9	.	.	-14	-1	6	7	-6	-2	3
COc1ccc(CSCC(=O)N/N=C/c2ccccc2OCc2ccccc2)cc1	4	0	4	-21	15	8	2	-20	-15	-27	-4
OCC(CO)(CO)NCc1ccc(-c2ccccc2)cc1	9	0	12	-25	-1	3	3	-11	-2	3	4
CC(C)(C)c1ccc(OCc2cnc(Cl)s2)cc1	-77	0	-2	-10	2	-1	-24	-24	6	-20	-2
Cc1ccc(NC(=O)[C@H](NC(=O)[C@@H]2Cc3ccccc3CN2)c2ccccc2)cc1C	-13	1	-26	-9	2	0	7	2	-3	-7	-6
O=C(Nc1ccccn1)c1ccc(S(=O)(=O)N2CCCCCC2)cc1	-42	-2	-34	-34	-2	5	-3	-69	-56	-50	-5
COc1cccc(C2N(c3ccc(Cl)c(Cl)c3)C(=O)C3CCCN32)c1OC (stereo not given)	-8	0	-10	-15	2	2	-21	-2	4	-2	-2
O=C(C1CC1)N1CCN(C(c2ccccc2)c2ccccc2)CC1	-4	-2	4	-8	-3	0	8	1	-5	8	-3
O=c1[nH]c(=O)n([C@H]2C[C@H](O)[C@@H](CO)O2)cc1Br	9	-2	21	-61	-2	-5	-11	8	-151	41	5
Nc1cc(=O)[nH]c(SCC(=O)Nc2ccc(Oc3ccccc3)cc2)n1	0	0	-6	-14	-1	2	-9	-6	6	4	-7
CCC(=O)N1C(C(=O)N2CCCC2)CSC1c1ccc(OC)cc1 (stereo not given)	-12	-3	-1	-3	3	4	-18	4	21	25	10
Cc1csc(NC(=O)c2cc(-c3ccncc3)nc3ccccc23)n1	-13	-2	6	12	-2	9	9	4	9	6	-7
Cc1ccc(NC(=O)CN(C)C(=O)Cc2ccc(Cl)c(Cl)c2)cc1	-36	-11	-6	-19	-6	-3	-15	-1	-7	4	-6
Cc1cc(C)c(S(=O)(=O)Nc2nccs2)c(C)c1	-3	-1	13	-1	-4	1	2	13	0	-31	7
Nc1cc(-c2ccc(Br)cc2)nn1S(=O)(=O)c1ccccc1	-14	36	2	18	-1	-12	5	7	-5	8	-6
S=C(NCc1ccco1)Nc1ccc(Cl)cc1	21	2	-1	-13	-2	-4	-9	-3	-7	3	2
O=C(Nc1ccc(SC(F)(F)F)cc1)c1ccccn1	30	-2	-23	-84	0	-6	35	-130	-143	-75	-4
NS(=O)(=O)c1ccc(CCNC(=O)COC(=O)COc2cccc(C(F)(F)F)c2)cc1	12	3	20	18	2	3	15	-17	10	17	0
CN(C)CCn1c(=O)n(Cc2ccccc2)c(=O)c2c3c(sc21)CCCCC3	7	-4	4	6	2	6	23	0	10	-13	-5
COc1cccc(NS(=O)(=O)c2ccc(OC)c(OC)c2)c1	9	-1	-2	-12	-5	-2	19	-11	-5	-1	-4
Cc1cnc(-c2nc3ccccc3n2C(C(=O)NC(C)(C)C)c2ccncc2)cn1 (stereo not given)	.	-6	-26	-62	.	4	.	.	-63	.	6
CC(NC(C(=O)c1ccccc1)c1ccccc1)c1ccccc1 (stereo not given)	-11	1	-4	2	0	9	-6	-2	18	-9	-4
COc1cccc(-c2nc(NC(C)(C)C)c3ccccc3n2)c1O	20	56*	16	-6	-1	-4	29	0	19	-18	2
Cc1cccc(S(=O)(=O)NC(=O)C2(C)CCN2C(=O)Cc2ccc(C(C)(C)C)cc2)c1 (stereo not given)	5	2	-8	-9	.	-6	9	-6	7	-5	6
CCCn1c2ccccc2c2nnc(SCc3[nH]c(=O)[nH]c3C(=O)CCCCC(=O)OCC)nc21	-8	-4	18	-15	-2	4	-18	-3	-27	-17	-5
O=C(COC(=O)C1CCN(S(=O)(=O)c2ccc(Cl)c(C(F)(F)F)c2)CC1)NCc1ccco1	4	-2	-13	1	-10	3	32	5	14	9	-1
Nc1ncnc(Nc2ccccc2Cl)n1	-2	5	-12	16	-5	-6	-1	-10	-6	7	4
Cc1ccc(-n2cc(C(=O)c3ccccc3O)cn2)cc1	47	-1	28	-4	-5	-7	83*	-12	-8	-12	3
Cc1ccc(S(=O)(=O)NCCCC(=O)N2CCC(C)CC2)cc1	-5	2	8	-3	4	1	24	-7	15	-8	-8
O=C(NNC(=O)C1CCCC1)c1ccccc1F	-10	-5	8	-36	-3	0	26	-9	11	-1	-4
CC(=O)Nc1nc(C)c(C(C)C)s1	-8	7	-9	9	-2	-7	-14	4	13	7	0
COc1cc(NC(=O)c2ccc3c(c2)OCO3)c2ncccc2c1	-84	1	0	-61	1	3	-49	-10	-3	-14	5
CCN(CC)C(=O)Nc1ccccc1C	-5	-2	-8	16	8	-5	13	-18	-9	-11	0
COC(CNC(=O)c1ccc2c(c1)ncn2-c1cccc(F)c1)OC	6	1	4	-19	1	-2	-9	3	-2	-6	-12
CC(=O)Nc1ccc(-c2ccnc3c2CC(C(=O)NC(C)C)O3)cc1 (stereo not given)	-2	3	7	12	.	0	15	0	3	10	-9
COCCN(C(=S)Nc1c(C)cccc1C)C(C)c1cccnc1 (stereo not given)	7	-2	3	-2	12	1	-2	-11	4	2	-4
Cc1cc(C(=O)N/N=C/c2ccc(N(C)C)cc2)c2ccccc2n1	54*	0	6	9	7	-4	51*	4	36	24	3
NC(=O)CSc1nnc(COc2ccccc2)n1CCc1ccccc1	10	4	5	-15	-1	8	-3	11	28	0	-8
Cc1cccc(NC(=O)c2ccc3c(c2)C(=O)N(c2ccccc2C)C3=O)n1	-24	-11	-12	-13	-9	-2	-18	-18	-9	3	-6

Continued, starting with the last 3 of the part before.
SMILES	TROY NFkB inh	Granule exo inh	NR2F2 inh	SRC2 inh	TLR9-MyD88 inh	ABHD5-PLIN5 inh	TWEAK-Fn14 inh	NCOA1 inh	LRH-1 inv ag	NCOA3 inh	NOD2 RIPK2 PPI
Cc1cc(C(=O)N/N=C/c2ccc(N(C)C)cc2)c2ccccc2n1	54*	0	6	9	7	-4	51*	4	36	24	3
NC(=O)CSc1nnc(COc2ccccc2)n1CCc1ccccc1	10	4	5	-15	-1	8	-3	11	28	0	-8
Cc1cccc(NC(=O)c2ccc3c(c2)C(=O)N(c2ccccc2C)C3=O)n1	-24	-11	-12	-13	-9	-2	-18	-18	-9	3	-6
On1c(-c2ccccc2Cl)nc2ncccc21	23	0	2	-20	1	3	3	-3	2	15	10
O=C(Nc1ccon1)c1nc[nH]c1C(=O)NCc1ccccc1	-12	1	8	-32	-3	-2	8	38	43	63*	0
NC(N)=NCCCS(=O)(=O)Nc1ccc(Nc2c3ccccc3nc3cc([N+](=O)[O-])ccc23)cc1	-12	5	-1	-13	-4	-10	-15	-4	4	3	9
Cc1nn(-c2ccccc2)c(Cl)c1/C=C1\C(=O)N(C)C(=S)N1C	6	-3	-21	4	-11	-4	-1	12	12	22	7
CCc1nnc(NC(=O)c2ccc(Cl)nc2)s1	-59	-4	-4	-32	-5	1	-18	-42	-90	-38	-5

This is a subset; the hit share may differ from the screen's.
